From PubChem
Myeloid diff MLP – myeloid differentiation induction | calls only at 10 µM | 360,000 compounds, 1% hits | ER-HoxA9 myeloid progenitors, lysozyme-GFP differentiation, flow cytometry;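 active means normalized GFP-positive differentiation at or above the plate's own cutoff, the solvent-only control mean plus 3 SD; inconclusive means no clear call, values can overlap the other calls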;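 further: cells exposed to compound for four days before flow analysis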
Myeloid diff MLP GFP+ MAC1+ % – further read-out of Myeloid diff MLP, marked with its call; GFP+ MAC1+ double positive, %; measured here: differentiation confirmed by MAC1 staining
Starred values were filed as active, the others as inactive; i = inactive; ? = inconclusive; . = no result given.

SMILES	Myeloid diff MLP	Myeloid diff MLP GFP+ MAC1+ %
Cc1ccc(NC(=O)CN2CCN(S(=O)(=O)c3ccc4c(c3)OCCO4)CC2)c(C)c1	i	1.1
CCCCNC(=O)C1c2ccccc2OCC(=O)N1CCOC (configuration not stated)	i	1.3
CCCCCc1c(-c2ccccc2OC)ncn1CCc1ccccc1OC	?	.
Cc1nc2ccc(C(=O)N(C)Cc3ccco3)cn2c1N(C)C(=O)CCc1ccccc1	i	1.0
CC(=O)N1CCN(C(C(=O)Nc2c(C)cccc2C)c2cccc(F)c2)CC1 (configuration not stated)	i	1.5
Nn1c(SCC(=O)NCCC2=CCCCC2)nnc1-c1cccnc1	i	0.9
COc1ccc(NC(=O)C2Cc3c(-c4ccccc4Oc4ccccc4)ccnc3O2)cn1 (configuration not stated)	i	0.9
COCCNC(=O)C1(C)CCN(C(=O)c2cc(C)nn2C(C)(C)C)C1 (configuration not stated)	i	1.1
CC(=O)c1ccc(S(=O)(=O)N2CCN(c3ccnc4cc(Cl)ccc34)CC2)cc1	i	0.8
CC(=O)Oc1ccccc1Cn1c(C)c(C(=O)N(C)Cc2ccc(F)cc2)sc1=O	i	1.4
O=C(O)c1cocc1C(=O)O	i	1.1
COc1ccc(C2=Nc3ccccc3N(C(=O)c3ccc(C(F)(F)F)cc3)C2C(=O)Nc2ccc3c(c2)OCCO3)cc1 (configuration not stated)	i	1.7
Cc1cccc(NC(=O)c2nc[nH]c2C(=O)N[C@H](C)CO)c1	i	0.5
CN1C[C@@H](CO)O[C@@H](n2cnc3c(N4CCOCC4)ncnc32)C1	i	0.9
COc1ccccc1CC(=O)NN1C(=O)NC2(CCC(C)CC2)C1=O (configuration not stated)	i	0.3
COc1ccc(NC(=O)N(C)C[C@H]2OCCCC[C@H](C)Oc3ccc(NC(=O)Nc4ccc5c(c4)OCO5)cc3C(=O)N([C@@H](C)CO)C[C@@H]2C)cc1	i	1.4
O=C1N(Cc2ccccc2)c2ccc(Br)cc2[C@]12C[C@H](O)CO2	i	3.6
CCCCCCCCN1C(=O)[C@H](CC(=O)NCc2ccc(OC)c(OC)c2)C[C@@]2(C(=O)OCC)CCCC=C12	i	0.5
CC(C)CNC(=O)c1cccc2c(-c3cccnc3)coc12	i	0.7
CCOC1=C2[C@@H](CN(S(=O)(=O)c3ccc(C)cc3)[C@H]2c2cccc3ccccc23)[C@H]2C(=O)N(Cc3ccccc3)C(=O)[C@H]2C1	i	0.5
CC12C=CC(=O)C=C1C(F)CC1C3CCC(O)(C(=O)CO)C3(C)CC(O)C12F (configuration not stated)	i	0.0
CC(Sc1nnc(-c2cccnc2)n1N)C(=O)NCCC1=CCCCC1 (configuration not stated)	i	0.7
CCOC(=O)C1(Cc2ccccc2)CCCN(C(=O)COc2ccccc2OC)C1 (configuration not stated)	i	0.6
CCC(=O)N1CCC1(C)C(=O)Nc1cccc2cccnc12 (configuration not stated)	i	1.6
COC1CC(NC(C)=O)C(OC(=O)c2ccccc2)C(CBr)O1 (configuration not stated)	i	0.6
CC1(Oc2cccc(C#N)c2)CCN(Cc2csc3ccccc23)C1 (configuration not stated)	i	0.8
COC(=O)c1ccc(COC(=O)c2ccc(C)c(S(=O)(=O)N3CCCCC3)c2)cc1	i	0.4
COC(=O)C[C@@H]1CC[C@H](NC(=O)Nc2ccc(F)cc2)[C@@H](CO)O1	i	1.8
CC(C)(C)OC(=O)N(CCc1ccccc1)Cc1ccccc1OCc1cccc(NC(=O)C2CCC2)c1	i	0.6
O=C(NNC(=O)c1n[nH]c2ccccc12)c1ccccc1	i	1.2
O=C(NCc1ccco1)c1c(Cl)cccc1Cl	i	0.1
COc1cccc(C=NNc2nnc(NN=Cc3cccc(OC)c3OC)c3ccccc23)c1OC	i	0.5
CC(=O)C1(O)C(C)CC2C3CC=C4CC(O)CCC4(C)C3CCC21C (configuration not stated)	i	0.9
CCOC(=O)[C@]12CCC=C1N(Cc1ccco1)C(=O)[C@H](CC(=O)NCCCCc1ccccc1)C2	i	1.4
COc1ccc(C)cc1S(=O)(=O)NCc1ccccn1	i	1.2
O=C(C[C@H]1C[C@@H]2c3cc(NC(=O)c4cccnc4)ccc3O[C@@H]2[C@H](CO)O1)NCc1ccncc1	i	0.6
CC(=O)C1(O)C(C)CC2C3CC(F)C4(O)CC(O)CCC4(C)C3CCC21C (configuration not stated)	i	1.2
O=C(C=C(O)c1ccc(Cl)cc1)C(=O)NNC(=O)C(O)(c1ccccc1)c1ccccc1	i	0.8
CCOC(=O)c1cc2ccccc2n1C1CCN(CCc2ccccc2)CC1	i	0.5
O=C(COc1ccc(F)cc1Br)Nc1ccccc1N1CCCC1	i	0.7
CC(=O)N1CCN(C(=O)OC2CC3CC2[C@H]2CCCCN2C3=O)CC1 (some centres not stated)	i	0.8
CCOC(=O)[C@]12CCCC=C1N(Cc1ccc3c(c1)OCO3)C(=O)[C@H](CC(=O)N1CCSCC1)C2	i	1.4
COc1ccc(NC(=O)COC(=O)Cc2cccs2)cc1Cl	i	1.0
Cc1ccc(S(=O)(=O)N(C)C[C@@H]2OCCCC[C@@H](C)Oc3ccc(NS(=O)(=O)c4c(C)noc4C)cc3C(=O)N([C@H](C)CO)C[C@@H]2C)cc1	i	1.0
O=C(COC(=O)COc1ccc(Cl)cc1)NC1CCCCCC1	i	0.8

Retrieved by compound from above:
SMILES	Myeloid diff MLP	Myeloid diff MLP GFP+ MAC1+ %
CC(=O)C1(O)C(C)CC2C3CC(F)C4(O)CC(O)CCC4(C)C3CCC21C (configuration not stated)	i	1.2
Cc1ccc(S(=O)(=O)N(C)C[C@@H]2OCCCC[C@@H](C)Oc3ccc(NS(=O)(=O)c4c(C)noc4C)cc3C(=O)N([C@H](C)CO)C[C@@H]2C)cc1	i	1.0

(next part)
SMILES	Myeloid diff MLP	Myeloid diff MLP GFP+ MAC1+ %
CN(Cc1ccc(Cl)cc1Cl)C(=O)C1CSC2(C)CCC(=O)N12 (configuration not stated)	i	0.5
CSCCC(NC(=O)c1ccc(Cl)cc1Cl)C(=O)N1CCN(C(=O)c2ccccc2)CC1 (configuration not stated)	i	1.2
CCOC(=O)N(C)c1c(CC)nc2c(OCc3ccc(Cl)cc3)cccn12	i	1.5
Cc1cccnc1C(NC(=O)C1CCN(CCOc2ccc(F)cc2)CC1)c1ccc(Cl)cc1 (configuration not stated)	i	0.3
CCN(Cc1ccccc1)c1cc2c(c3c1ccn3C)C1CCC2O1 (configuration not stated)	i	2.1
Nc1ncnc2c1ncn2[C@@H]1O[C@H](C(=O)NCC(F)(F)F)[C@@H](O)[C@H]1O	i	1.0
CC(=O)Nc1ccc(C(=O)N2CCOCC2c2cc(C(=O)NCc3ccccc3)no2)cc1 (configuration not stated)	i	0.3
CCOc1ncnc2c1sc1nc3c(cc12)COC(C)(C)C3	i	0.3
Cc1ccc(C(O)c2ncc(-c3ccc(Cl)cc3)[nH]2)c(C)c1 (configuration not stated)	i	1.3
OC(c1cc(Cl)cc(Cl)c1)c1ncc(-c2ccccc2C(F)(F)F)[nH]1 (configuration not stated)	i	1.7
Cc1noc(C)c1C(=O)N1CCC1(C)C(=O)NS(=O)(=O)c1ccc(Cl)cc1 (configuration not stated)	i	1.4
Cc1ccc(C)c(NC(=O)C(c2ccccc2)N2CCN(CC(=O)NC3CC3)CC2)c1 (configuration not stated)	i	0.8
CCCNC(=O)c1ccc(N2CCC3(CC2)CC(c2cccc(Br)c2)=NO3)c(NC(=O)c2cccc(OC)c2)c1	i	1.5
Cc1nc(C(F)(F)F)ccc1C(=O)N1CCC1(C)C(=O)NS(=O)(=O)c1ccc(F)cc1F (configuration not stated)	i	0.2
O=C1N2CCCCC1(Sc1ccccc1)CCC2 (configuration not stated)	i	0.1

An excerpt from above in order of number of heavy atoms, smallest number first:
SMILES	Myeloid diff MLP	Myeloid diff MLP GFP+ MAC1+ %
Cc1ccc(C(O)c2ncc(-c3ccc(Cl)cc3)[nH]2)c(C)c1 (configuration not stated)	i	1.3
Nc1ncnc2c1ncn2[C@@H]1O[C@H](C(=O)NCC(F)(F)F)[C@@H](O)[C@H]1O	i	1.0
Cc1noc(C)c1C(=O)N1CCC1(C)C(=O)NS(=O)(=O)c1ccc(Cl)cc1 (configuration not stated)	i	1.4
Cc1ccc(C)c(NC(=O)C(c2ccccc2)N2CCN(CC(=O)NC3CC3)CC2)c1 (configuration not stated)	i	0.8
Cc1nc(C(F)(F)F)ccc1C(=O)N1CCC1(C)C(=O)NS(=O)(=O)c1ccc(F)cc1F (configuration not stated)	i	0.2

(further entries)
SMILES	Myeloid diff MLP	Myeloid diff MLP GFP+ MAC1+ %
COc1ccc(Cc2nc3ccc(C(=O)NCCc4ncccc4C)cc3o2)cc1OC	i	0.7
COc1ccc(C)cc1NS(=O)(=O)c1ccccc1	i	1.0
Cc1ccc(CNC(=O)c2ccc(S(=O)(=O)N3CCCC3)cc2)cc1	i	1.7
CC1(C(=O)NS(=O)(=O)c2cccc(F)c2)CCN1C(=O)Cc1ccc(Cl)cc1Cl (configuration not stated)	i	0.9
COc1ccc(C(=O)C(C)C(C)=O)c(OCc2ccccc2)c1OC (configuration not stated)	i	0.4
CC(=O)NC(c1ccccc1)c1nc(-c2cc3ccccc3o2)cs1 (configuration not stated)	i	0.1
CCC(c1nnnn1-c1c(C)cccc1C)N1CCN(c2ccc(C(F)(F)F)cc2[N+](=O)[O-])CC1 (configuration not stated)	i	1.1
CC(=O)NC(c1cccc(F)c1)c1nc(-c2ccccc2)cs1 (configuration not stated)	i	0.2
NC(=O)C1=C(N)c2ccccc2C1c1ccccc1 (configuration not stated)	i	2.2
CN(Cc1ccccc1)C(=O)c1csc(COCCO)n1	i	1.1
COc1ccccc1CC1(C)C(=O)Nc2ccc(S(=O)(=O)NC3CCCCC3)cc21 (configuration not stated)	i	0.8
O=C(CSc1nnc(COc2ccc(Cl)cc2)o1)Nc1ccc(N2CCOCC2)cc1	i	0.9
CCOC(=O)C1(C)CCCN(C(=O)c2cccc(OC(F)(F)F)c2)C1 (configuration not stated)	i	0.6
C/C(=N\OCC(=O)OC(C)C(=O)Nc1ccc(C)c(S(=O)(=O)N2CCOCC2)c1)c1ccc2c(c1)OCO2 (configuration not stated)	i	0.4
CCCCN1C(=O)C(CC(=O)NCC2CCCCC2)CC(C(=O)N(C)C)=C1C (configuration not stated)	i	2.6
Cc1noc(C)c1C(=O)Nc1nc2ccccc2s1	i	1.3
Cc1cc(C)n(CCNC(=O)[C@H]2O[C@@H](n3ccc(=O)[nH]c3=O)[C@H](O)[C@@H]2O)n1	i	0.3
CC(C)(C)S(=O)N1Cc2cc(C(=O)NCc3ccc4c(c3)OCO4)nc(-c3cccc(-c4cc5ccccc5o4)c3)c2[C@@H]1CCO (some centres not stated)	i	0.6
CC1=C(C(=O)N(C)C)CC(CC(=O)NC2CCCC2)C(=O)N1CCCN1CCCC1=O (configuration not stated)	i	1.2
CN(Cc1c(F)cccc1Cl)C(=O)c1cccc(S(=O)(=O)N2CCN(Cc3ccccc3)CC2)c1	i	0.6
O=C(Nc1cccc([N+](=O)[O-])c1)N(c1ccccc1)c1ccccc1	i	0.8
C#CCOCCOCCOCCNc1nc(N2CCN(C(=O)Cn3cc(CCCCN)nn3)CC2)nc(N2CCN(C(=O)[C@H](C)n3cc(CCC(=O)O)nn3)CC2)n1	i	1.1
OCC1(CO)CCCC(CO)(CO)C1O	i	0.2
COc1cc(OC)c(C=Cc2ccncn2)c(OC)c1	i	0.5
O=C(Nc1ccccc1Cl)c1cc(C2CCCCN2S(=O)(=O)c2ccccc2)on1 (configuration not stated)	i	1.4
Cc1ccc(C)c(NC(=O)C2(C)CCCN2C(=O)C(C)C)c1 (configuration not stated)	i	1.5
Cc1ccc(S(=O)(=O)N[C@H]2CCC[C@@H]2O)cc1	i	1.7
COc1cccc(OC)c1OC(=O)c1ccccc1	i	1.0
CC(C)(C)N(Cc1ccccc1)C(=O)COC(=O)C1=NN(c2ccccc2)C(=O)CC1	i	1.2
Nc1c(C(=O)CSc2n[nH]c(-c3ccccc3)n2)c(=O)[nH]c(=O)n1C1CC1	i	0.7

Entries of single compounds from above. Values in the order: Myeloid diff MLP	Myeloid diff MLP GFP+ MAC1+ %
CN(Cc1c(F)cccc1Cl)C(=O)c1cccc(S(=O)(=O)N2CCN(Cc3ccccc3)CC2)c1 across the screens: i	0.6
Cc1ccc(S(=O)(=O)N[C@H]2CCC[C@@H]2O)cc1 across the screens: i	1.7
Nc1c(C(=O)CSc2n[nH]c(-c3ccccc3)n2)c(=O)[nH]c(=O)n1C1CC1 across the screens: i	0.7
CC(C)(C)S(=O)N1Cc2cc(C(=O)NCc3ccc4c(c3)OCO4)nc(-c3cccc(-c4cc5ccccc5o4)c3)c2[C@@H]1CCO (some centres not stated) across the screens: i	0.6
Cc1cc(C)n(CCNC(=O)[C@H]2O[C@@H](n3ccc(=O)[nH]c3=O)[C@H](O)[C@@H]2O)n1 across the screens: i	0.3

More records
SMILES	Myeloid diff MLP	Myeloid diff MLP GFP+ MAC1+ %
C[C@@H]1O[C@H](C2CCCC2)CC2=C1C(=O)OC(C)(C)O2	i	1.2
O=C(Nc1ccc2nc([C@@H]3O[C@H](CO)[C@@H](O)[C@H](O)[C@H]3O)[nH]c2c1)NC(c1ccccc1)c1ccccc1	i	2.2
CCOC(=O)C1=CCN(S(=O)(=O)c2ccc(C)cc2)C1c1cccc2ccccc12 (configuration not stated)	i	1.1
COC(=O)[C@H]1C[C@H](OC(=O)Nc2c(C)noc2C)[C@@]2(O)CN(S(=O)(=O)c3ccc(C)cc3)CC2[C@H]1C(=O)OC (some centres not stated)	i	1.9
CN(c1ccccc1)S(=O)(=O)CS(=O)(=O)N(C)c1ccccc1	i	0.8
Clc1ccc2nc(CSc3nnc(-c4c[nH]c5ccccc45)o3)cn2c1	i	0.2
O=C1NC[C@@H](CCCCN2CCN(Cc3ccccc3)C(=O)C2=O)N(CC2CCCCC2)C1=O	i	0.9
COc1ccc(NC(=O)C2Cc3c(-c4cccc(NC(C)=O)c4)ccnc3O2)cc1 (configuration not stated)	?	.
Cc1ccc(-c2nc3c4ccccc4ccn3c2Cc2ccccc2C(F)(F)F)cc1	i	1.6
COc1ccc(S(=O)(=O)N(C)C[C@H]2Oc3ncc(Br)cc3C(=O)N([C@@H](C)CO)C[C@@H]2C)cc1	i	0.8

An excerpt. The share of hits here may be higher or lower than overall.
